Assay outcomes from PubChem BioAssay.
IDE inh – human IDE inhibitors in live cells, primary screen, fluorescence polarization, HEK cells, FAbetaB substrate | Insulin-degrading enzyme (Homo sapiens), P14735 | FAbetaB cleavage | actives 0.41% (n = 320,000) | inhibition, % at 5.59 µM;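 active means percent inhibition above the average of all tested compounds plus 3 SD, set per screening campaign, cut at about 16% in these data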;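 further: IDE supplied by intact live HEK cells; FP after avidin binding of uncleaved biotin substrate so inhibition keeps polarization high; 0% = DMSO wells and 100% = 60 µM reference IDE inhibitor Ii1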
Target sequence (P14735 whole entry, looked up): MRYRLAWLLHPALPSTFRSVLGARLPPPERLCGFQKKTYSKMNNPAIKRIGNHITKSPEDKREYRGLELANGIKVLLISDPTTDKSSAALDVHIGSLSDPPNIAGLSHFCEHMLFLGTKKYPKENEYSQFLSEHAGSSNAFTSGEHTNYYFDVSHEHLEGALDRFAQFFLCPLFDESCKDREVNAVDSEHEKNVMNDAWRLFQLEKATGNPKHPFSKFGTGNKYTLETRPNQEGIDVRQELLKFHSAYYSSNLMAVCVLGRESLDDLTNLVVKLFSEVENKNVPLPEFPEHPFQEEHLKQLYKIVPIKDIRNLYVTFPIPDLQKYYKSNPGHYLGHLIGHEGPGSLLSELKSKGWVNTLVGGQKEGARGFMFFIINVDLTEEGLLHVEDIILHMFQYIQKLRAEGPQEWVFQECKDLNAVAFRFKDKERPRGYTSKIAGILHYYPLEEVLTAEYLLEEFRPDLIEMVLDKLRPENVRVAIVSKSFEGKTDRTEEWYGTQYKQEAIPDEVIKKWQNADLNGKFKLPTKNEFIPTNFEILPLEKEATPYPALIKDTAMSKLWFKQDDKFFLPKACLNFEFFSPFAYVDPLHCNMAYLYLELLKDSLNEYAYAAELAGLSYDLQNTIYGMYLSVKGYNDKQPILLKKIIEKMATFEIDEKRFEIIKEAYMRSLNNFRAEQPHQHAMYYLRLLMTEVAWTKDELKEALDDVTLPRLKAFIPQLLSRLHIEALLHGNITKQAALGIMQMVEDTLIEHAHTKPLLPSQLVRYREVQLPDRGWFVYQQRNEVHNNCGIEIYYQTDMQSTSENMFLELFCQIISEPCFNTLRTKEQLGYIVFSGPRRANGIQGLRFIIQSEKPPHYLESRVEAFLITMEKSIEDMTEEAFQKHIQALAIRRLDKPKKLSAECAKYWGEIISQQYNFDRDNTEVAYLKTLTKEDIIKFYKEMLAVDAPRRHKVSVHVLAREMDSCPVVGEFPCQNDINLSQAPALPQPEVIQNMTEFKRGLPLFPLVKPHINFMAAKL
CRFR2-BP ag – agonists of CRF-BP/CRF-R2 complex, primary screen, cell-based, HEK293, calcium dye fluorescence, uHTS; CRF-binding protein / CRF receptor 2 complex (human); calcium dye fluorescence (FLIPR); percent of saturating CRF peptide response; activation, % at 13.2 µM; actives 0.46% (n = 350,000);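 active means activation of at least 50%, plus an integration ratio under a set limit after plate pattern correction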;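 further: plate controls were neutral control wells without compound for no effect and CRF at EC100 for full effect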
M4 antag – human M4 muscarinic receptor antagonists, primary screen, CHO cells, Fluo-8 calcium fluorescence. CHO-hM4 cells, ACh EC80. inhibition, % at 3 µM. actives 0.73% (n = 360,000). AID 624125, 2012;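 active means inhibition above its plate's cutoff, the mean inhibition of sample wells plus 3 SD, cut at about 27% in these data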;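 further: 0% = acetylcholine EC80 with DMSO and 100% = DMSO without agonist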
CRFR2-BP antag – antagonists of CRF-BP/CRF-R2 complex, primary screen, cell-based, HEK293, calcium dye fluorescence, uHTS; inhibition, % at 11.8 µM; actives 0.59% (n = 350,000); CRF-induced calcium fluorescence;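 active means inhibition of the ligand-induced calcium signal above about 50% at the single tested concentration, limit read from the data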
M4 ag – human M4 muscarinic receptor agonists, primary screen, CHO-K1 cells, Fluo-8 calcium fluorescence | Muscarinic acetylcholine receptor M4 (Homo sapiens), P08173 | CHO-K1 hM4/Gqi5; vehicle 0%, full acetylcholine response 100% | activation, % at 3 µM | actives 0.14% (n = 360,000) | AID 624127, 2012;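 active means activation above the run mean over all test wells plus 3 SD, cut at about 32% in these data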;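 further: peak over basal fluorescence ratio per well then scaled between controls; 0% = DMSO wells and 100% = acetylcholine at EC100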
CHRM5 agonist – human M5 muscarinic receptor agonists, primary screen, CHO-K1 cells, Fluo-8 calcium fluorescence | Muscarinic acetylcholine receptor M5 (Homo sapiens), P08912 | CHO-K1 hM5 cells; 0% DMSO wells, 100% maximal acetylcholine response | activation, % at 3 µM | actives 0.19% (n = 360,000) | AID 624037, 2012;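 active means activation above the run's mean over test compounds plus 3 SD, cut at about 23% in these data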;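 further: signal is peak over basal fluorescence ratio across the kinetic read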
CHRM5 antagonist – human M5 muscarinic receptor antagonists, primary screen, CHO cells, Fluo-8 calcium fluorescence. inhibition, % at 3 µM. CHO-hM5 cells, ACh EC80. actives 0.59% (n = 360,000). Muscarinic acetylcholine receptor M5 (Homo sapiens), P08912;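 active means inhibition above a per-plate cutoff, the mean of that plate's test compounds plus 3 SD, cut at about 27% in these data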;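 further: 0% = acetylcholine EC80 with DMSO and 100% = DMSO without agonist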
CHRM4 PAM – human M4 muscarinic receptor positive allosteric modulators, primary screen, CHO-K1 cells, Fluo-8 calcium fluorescence; activation, % at 3 µM; actives 0.4% (n = 360,000); Muscarinic acetylcholine receptor M4 (Homo sapiens), P08173; CHO-K1 hM4/Gqi5, ACh EC20; 0% = ACh EC20, 100% = maximal ACh;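 active means activation above its plate's cutoff, the mean activation of sample wells plus 3 SD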; further: some results filed as inactive read as strong as hits
CHRM5 PAM – human M5 muscarinic receptor positive allosteric modulators, primary screen, CHO-K1 cells, Fluo-8 calcium fluorescence. Muscarinic acetylcholine receptor M5 (Homo sapiens), P08912. CHO-K1 hM5, ACh EC20 PAM; 0% = ACh EC20, 100% = ACh EC100. activation, % at 3 µM. actives 0.3% (n = 360,000);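 active means activation above the run cutoff, the mean activation of all test compounds plus 3 SD, cut at about 18% in these data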
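System: CHO-K1 hM5 cells. Reagent: acetylcholine, EC20 level. Compound dosing: single dose, 3 µM nominal final test concentration. Timing: Post-acetylcholine fluorescence recording 140 s. Detection: Fluo-8 calcium fluorescence. Read-out: % activation, ACh-normalized. Benchmarks: ACh EC20 and EC100 wells. Repeats: singlicate, one well per test compound.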
Starred values were filed as active, the others as inactive; nt = not tested or not shown.

SMILES	IDE inh	CRFR2-BP ag	M4 antag	CRFR2-BP antag	M4 ag	CHRM5 agonist	CHRM5 antagonist	CHRM4 PAM	CHRM5 PAM
O=C(C(=O)N1CCN(c2ccccc2F)CC1)c1cn(CC(=O)N2CCCC2)c2ccccc12	nt	-1.6	-1	13	1	0	-3	-1	0
Cc1ccc(-c2c(C(=O)N/N=C/c3ccncc3)nnn2-c2nonc2N)cc1	1	-0.5	2	-13	8	-2	17	-14	-2
COc1ccc(/C=C/C(=O)Nc2ccc3c(c2)CCC3)cc1OC	11	-2.0	3	-6	3	-4	17	2	-6
Nc1cccc(NC(=O)CCC(=O)NCc2ccco2)c1	1	0.4	1	2	0	0	-1	-3	7
O=C(O)CNC(=O)/C(=C/c1ccco1)NC(=O)/C=C/c1ccccc1	-4	2.5	-5	6	1	1	1	3	0
CC(C)N(CC(N)=O)c1ncnc2sc(-c3ccccc3)cc12	5	-1.4	0	-5	0	0	-1	0	3
CS(=O)(=O)c1ccc2nc(NC(=O)C3C4C=CC(C4)C3C(=O)O)sc2c1 (stereo unspecified)	-3	0.3	6	-12	0	1	2	3	-2
CC(CCc1ccco1)NC(=O)c1cccc2c1C(=O)N(C1CCCCC1)C2 (stereo unspecified)	-3	0.8	-3	51*	-2	-5	9	-5	-9
CCOC(=O)C1Oc2ccccc2C(c2ccc(C)cc2)=C1C(=O)OC (stereo unspecified)	nt	-0.9	-9	5	-2	-2	-9	0	2
Cc1ccc(-c2c(C)nn3c(N4CCOCC4)cc(C)nc23)cc1	nt	0.4	1	3	-1	-2	10	-4	-4
O=C1c2ccccc2C2=Nc3ccccc3SC(c3ccccc3F)C12 (stereo unspecified)	4	1.2	-6	-95	1	-3	2	-7	-2
CCN(CC)CC(=O)Nc1c(C#N)cnn1-c1ccccc1	1	-0.9	-2	0	-1	-2	7	2	3
c1cnc(SCCOc2ccc3c(c2)CCC3)nc1	-7	0.2	2	17	-2	-2	-5	11	10
Clc1ccc(C2CC(c3cccs3)n3ncnc3N2)cc1Cl (stereo unspecified)	1	31	-3	-61	9	6	-4	-9	2
CCOc1ccccc1NC(=O)CN1CCCCCC1	-1	-0.8	6	3	-1	-2	8	-8	-5
COC(=O)NNC(=S)Nc1ccc(Br)cc1	6	2.2	-2	16	2	-1	4	1	1
Cc1ccc(S(=O)(=O)N(C)C)cc1NC(=O)c1ccc(-n2cncn2)c([N+](=O)[O-])c1	-3	-0.6	6	-4	0	0	8	0	9
COc1ccc(C(=O)OCC(=O)c2cc(C)n(CC3CCCO3)c2C)cc1[N+](=O)[O-] (stereo unspecified)	-4	-0.8	-12	9	7	8	-1	4	-6
COc1cc2nc(COc3ccccc3[N+](=O)[O-])oc(=O)c2cc1OC	-4	1.3	0	21	0	1	2	1	0
COc1ccc2c(=O)cc(CO)oc2c1	-2	1.4	-11	6	1	-1	-5	6	2
COCCCN1C(=O)C(CC(=O)NCc2cccs2)CC(C(=O)N(C)C)=C1C (stereo unspecified)	nt	-0.6	6	7	0	0	5	-3	-2
C=C(C)Cn1c(NCCC)nc2c1c(=O)n(C)c(=O)n2C	1	-2.0	-10	3	2	3	-1	0	-2
CN(CCOc1ccc(Cl)cc1)CC(=O)Nc1ccc(OC(F)F)cc1	1	2.6	-2	-11	2	-6	9	-6	-3
O=C(NCc1cccc2[nH]ccc12)C1CCC(=O)N(CCc2ccc(Cl)cc2)C1 (stereo unspecified)	1	-0.2	-1	-6	15	-2	11	-6	-6
CCN(CC)C(=O)Nc1ccccc1C	1	1.6	4	0	0	-2	-1	4	3
COc1ccc(OC)c(C2C(C(=O)c3ccc(C)o3)=C(O)C(=O)N2CCCN2CCOCC2)c1 (stereo unspecified)	4	-0.7	-13	-6	1	-3	-9	1	23*
CN1CCC(=O)N([C@H](CO)Cc2ccccc2)CC1	2	0.9	5	-1	2	1	8	-7	-3
NC(=O)C1CCN(c2c([N+](=O)[O-])cc(C(F)(F)F)cc2[N+](=O)[O-])CC1	-3	-0.5	-2	7	3	2	4	-1	1
CCOC(=O)c1ccccc1NC(=O)COC(=O)C(Cc1c[nH]c2ccccc12)NC(C)=O (stereo unspecified)	nt	0.8	5	-3	9	-2	15	-7	-17
O=C(/C=C/Nc1ccc([N+](=O)[O-])cc1Br)c1cccc2ccccc12	-3	21	-7	-22	1	1	-9	4	4
CCNC(=O)C1(C)CCN(C(=O)c2cccc(Cl)c2)C1 (stereo unspecified)	nt	nt	-21	nt	1	-1	-1	4	0
O=C(C1CCCCC1)N1CCCn2c1nc1ccccc12	0	-1.1	5	2	0	-7	3	1	-7
O=C(c1ccccc1)c1ccccc1C(=O)N1CCN(Cc2ccccc2F)CC1	nt	-0.2	-5	11	5	2	8	-1	-4
COc1ccc([C@H]2N[C@]3(CCCN(Cc4ccc(F)cc4)C3=O)[C@H]3C(=O)N(C)C(=O)[C@@H]23)cc1	nt	0.2	-1	4	0	1	6	0	3
COC(=O)c1ccc(CNC(=O)CCNC(=O)c2ccco2)cc1	2	-0.6	6	-7	0	2	2	5	3
O=C(OCc1ccc([N+](=O)[O-])cc1)C1CC(=O)N(c2ccccc2)C1 (stereo unspecified)	6	0.5	-2	14	3	3	1	4	3
CCC(C)c1ccc(NC(=O)c2cccnc2)cc1 (stereo unspecified)	-4	0.4	12	-56	0	-1	-5	-7	-1
O=C(O)CCCCCNc1ncnc2ccc(Br)cc12	-7	1.6	-12	-2	2	4	-11	12	8
CCn1ncc2c(OCc3ccc(C#N)cc3)cc(C)nc21	-5	0.1	1	10	-2	-6	2	-3	-4
CSc1ncccc1C(=O)Nc1ccc2c(c1)OCO2	3	-0.8	1	15	0	-2	15	7	-3
CC1CC(C)CN(S(=O)(=O)c2cccc(C(=O)N3C(=O)c4cccc(N)c4C3=O)c2)C1 (stereo unspecified)	8	1.0	-2	-10	1	0	1	-1	-2
CC1=C(C(=O)OCC2CCCCC2)C(c2ccccc2F)NC(=O)N1 (stereo unspecified)	8	-0.1	5	-8	2	-6	5	3	-6
CCOC(=O)c1cc(NC(=O)NCc2ccco2)c(C)nc1C	-2	0.5	6	1	0	-1	1	2	2
CC(C)C[C@@H](CN1CCCC1CN1C(=S)NC[C@@H]1Cc1ccc(O)cc1)N1C[C@H](Cc2ccc(O)cc2)N(CC2CCCCCC2)C1=S (stereo partly specified)	nt	-1.1	-9	-4	1	3	-1	8	-2
O=C(COC(=O)/C=C/c1ccco1)NCc1ccc2c(c1)OCO2	5	-1.2	-8	2	2	1	0	6	4
O=C(c1cc(F)ccc1F)C1CCCN(C(=O)c2ccc3nccnc3c2)C1 (stereo unspecified)	4	0.7	-2	-5	6	-3	23	-2	-10
COC(=O)c1[nH]c2c(c1C)C(=O)CC(c1ccc(C)cc1)C2 (stereo unspecified)	-1	-0.7	6	5	2	0	-7	-2	-1
Cc1cc2c(cc(C(=O)OCC(=O)NC3CCCCC3)n2C)o1	nt	1.3	-13	6	3	7	-2	11	1
CCN(C(=O)CN1C(=O)S/C(=C\C=C\c2ccccc2)C1=O)C1CCS(=O)(=O)C1 (stereo unspecified)	6	4.5	2	-2	7	3	-5	1	4
COc1ccc(NC(=O)c2cc3ccc(O)cc3o/c2=N\O)cc1	5	7.9	-6	-2	1	8	-20	-2	1
Cc1ccc(Oc2nc3ccccn3c(=O)c2/C=C(\C#N)C(=O)Nc2c(C)n(C)n(-c3ccccc3)c2=O)cc1	9	-0.1	-9	14	2	-3	12	4	-5
COc1ccc(CNC(=S)Nc2ccc(OC)cc2)cc1	5	-0.1	-3	13	2	-1	5	6	-6
CCN(CC)S(=O)(=O)c1ccc2[nH]c(=O)cc(C(=O)Nc3ccccc3N3CCCC3)c2c1	-3	0.2	-7	-21	2	-6	-2	9	-4
COc1cc(C2C(C#N)=C(N)Oc3cc(C)n(CCc4ccccc4)c(=O)c32)cc2c1OCO2 (stereo unspecified)	-1	0.5	3	-14	2	-2	7	-9	-9
COc1ccc(S(=O)(=O)N2CCC(C)CC2)cc1OC	1	0.8	-11	3	0	-2	2	-4	8
Cc1ccc2c(=O)n3c(nc2c1)C(CC(C)C)NC(=O)c1cccnc1-3 (stereo unspecified)	nt	0.5	-4	13	0	-3	1	2	2
COc1ccc(C2C(C(=O)NCc3cccnc3)c3cc(OC)c(OC)cc3C(=O)N2C)cc1 (stereo unspecified)	5	2.0	-8	2	1	-1	-5	13	2
O=C(CN(C1CCCCC1)S(=O)(=O)c1ccc(Cl)cc1)NCc1cccnc1	0	-2.3	-7	-17	5	-3	-3	-7	1
Cc1ccc(S(=O)(=O)N2CCN(C(=O)COC(=O)c3ncc(Cl)c(Cl)c3Cl)CC2)c(C)c1	nt	2.1	25	9	16	-6	24	-8	-26
CC1=NCCN1S(=O)(=O)c1cc(Cl)ccc1Cl	7	-0.5	-4	-6	0	-3	-2	6	5

The final 4 compounds of the section above lead into the next.
SMILES	IDE inh	CRFR2-BP ag	M4 antag	CRFR2-BP antag	M4 ag	CHRM5 agonist	CHRM5 antagonist	CHRM4 PAM	CHRM5 PAM
COc1ccc(C2C(C(=O)NCc3cccnc3)c3cc(OC)c(OC)cc3C(=O)N2C)cc1 (stereo unspecified)	5	2.0	-8	2	1	-1	-5	13	2
O=C(CN(C1CCCCC1)S(=O)(=O)c1ccc(Cl)cc1)NCc1cccnc1	0	-2.3	-7	-17	5	-3	-3	-7	1
Cc1ccc(S(=O)(=O)N2CCN(C(=O)COC(=O)c3ncc(Cl)c(Cl)c3Cl)CC2)c(C)c1	nt	2.1	25	9	16	-6	24	-8	-26
CC1=NCCN1S(=O)(=O)c1cc(Cl)ccc1Cl	7	-0.5	-4	-6	0	-3	-2	6	5
CCOC(=O)C1CCN(c2nc3ccccc3nc2C(C#N)C(=O)OC(C)C)CC1 (stereo unspecified)	10	3.8	3	-8	0	-4	1	0	-3
FC(F)(F)c1cnc(/C=C/Nc2ccccc2Cl)c(Cl)c1	-8	1.5	7	5	0	1	5	-4	0
COc1ccccc1CNC(=O)CCc1c(C)nc2cc(-c3ccccc3OC)nn2c1C	-3	17	-8	-47	2	-5	9	4	5
COc1ccccc1CCNC(=O)c1cc(-c2ccncc2)nc2ccc(Br)cc12	nt	1.4	-2	-1	2	2	9	7	9
CCOC(=O)C1(Cc2cccc(OC)c2)CCN(Cc2cc(OC)ccc2OC)CC1	2	0.2	3	-24	4	-6	0	-6	-5
CCCc1cc(=O)[nH]c(SCC(=O)OCc2ccccc2)n1	-4	-3.9	-4	7	-1	2	-2	2	0
